TDP2 inh: human TDP2 enzyme inhibitors, primary screen, biochemical, epi absorbance, recombinant enzyme. Tyrosyl-DNA phosphodiesterase 2 (Homo sapiens), O95551. T5PNP hydrolysis, p-nitrophenol absorbance 415 nm. AID 720702, 2013. inhibition, % at 12.8 µM. actives 0.34% (n = 370,000);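 active = inhibition above the mean of all tested compounds plus 3 SD, set per campaign, cut at about 25% in these data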;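 also: 0% = DMSO with enzyme and 100% = buffer with substrate but no TDP2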
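System – recombinant human TDP2 · Quantity – TDP2 enzyme at 120 nM final · Doses – single concentration, 12.8 µM nominal, with 1% DMSO · Incubation – 2 h at 37 °C · Measured by – epi absorbance of p-nitrophenol freed from T5PNP by hydrolysis · Read-out – % inhibition relative to enzyme-containing and enzyme-free wells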
PRMT1 FP inh: PRMT1 methyltransferase inhibitors, primary screen, biochemical, fluorescence polarization; Protein arginine N-methyltransferase 1 (Homo sapiens), Q99873; recombinant PRMT1, activity-based probe fluorescence polarization; inhibition, % at 2.79 µM; actives 1.3% (n = 370,000);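 active = inhibition above about 21% made by adding two undisclosed values, limit read from the data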
Target sequence (Q99873 whole entry, looked up): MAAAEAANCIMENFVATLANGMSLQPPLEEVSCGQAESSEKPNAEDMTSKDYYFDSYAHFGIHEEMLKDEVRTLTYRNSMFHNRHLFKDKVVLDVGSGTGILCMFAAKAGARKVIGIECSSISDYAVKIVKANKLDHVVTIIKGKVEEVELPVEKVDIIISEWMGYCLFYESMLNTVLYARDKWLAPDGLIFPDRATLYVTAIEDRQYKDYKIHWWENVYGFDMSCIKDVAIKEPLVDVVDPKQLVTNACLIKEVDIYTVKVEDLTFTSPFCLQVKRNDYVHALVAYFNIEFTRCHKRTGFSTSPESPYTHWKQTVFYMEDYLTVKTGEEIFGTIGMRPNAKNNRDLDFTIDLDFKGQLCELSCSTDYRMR
NR1D1 modulator: modulators of Rev-erb alpha DNA binding, primary screen, biochemical, FITC-DNA, fluorescence polarization, uHTS; Nuclear receptor subfamily 1 group D member 1 (Homo sapiens), P20393; activity, % at 10 µM; actives 0.79% (n = 370,000); Rev-erbα–FITC-DNA binding, 90 min;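 active = activity above about 14%, limit read from the data; passing the limit was not always enough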;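 also: 0% = DMSO wells with 35 nM protein and 100% = DMSO wells with 750 nM protein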
LEDGF integ inh: blockers of LEDGF/p75-dependent integrase strand transfer – biochemical, TR-FRET, high throughput, primary screen | HIV-1 integrase (with human LEDGF/p75) | TR-FRET IN-LEDGF/p75 DNA integration, Eu/Cy5 | inhibition, % at 3.7 µM | actives 0.64% (n = 370,000) | AID 743269, 2014;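 active = inhibition above the screen-wide mean plus 3 SD, cut at about 13% in these data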;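 also: signal is the Cy5 over europium emission ratio at 671 and 618 nm; 0% = plate median of compound wells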
rCAG RNA binder: binders of r(CAG) RNA repeats, primary screen, biochemical, fluorescence; actives 1.3% (n = 370,000); AID 651821, 2012; r(CAG) RNA repeat, TO-PRO-1 dye displacement fluorescence; inhibition, % at 3 µM;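 active = inhibition above the plate cutoff, the mean of all test compounds on that plate plus 3 SD, cut at about 35% in these data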;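 also: 0% = DMSO alone and 100% = 100 µM mitoxantrone as full dye displacement; higher means more dye released from RNA so lower well fluorescence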
HTRA1 inhibitor: HTRA1 serine protease inhibitors, primary screen, biochemical, fluorescence polarization, HTS; Q92743; recombinant HTRA1, FP-rhodamine activity-based probe; inhibition, % at 5.96 µM; actives 0.5% (n = 340,000); AID 504803, 2011; in the data active = inhibition above about 36%;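 also: 0% = enzyme with DMSO and 100% = wells lacking enzyme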
mABHD4 FP: ABHD4 inhibitors, primary screen, biochemical, fluorescence polarization, mouse; (Lyso)-N-acylphosphatidylethanolamine lipase (Mus musculus), Q8VD66; purified mABHD4, FP-Rh probe fluorescence polarization; inhibition, % at 8.92 µM; actives 0.54% (n = 370,000); AID 720543, 2013;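 active = inhibition exceeding the mean over every tested compound plus 3 SD, cut at about 30% in these data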;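 also: 0% = plate median of compound wells and 100% = S159A mutant with DMSO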
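Assay system: Wild-type mouse ABHD4 protein | Medium: HEPES pH 7.0 buffer, 150 mM NaCl, 0.01% Pluronic F-127 | Incubation: Enzyme–compound pre-incubation 45 min, then probe 60 min, both 25 °C | Technique: Fluorescence polarization with parallel and perpendicular emission, 525/598 nm | Evaluation: % inhibition of FP-Rh probe binding versus controls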
TCR CD3 inh: inhibitors of human TCR-CD3 interaction, primary screen, biochemical, fluorescence, TAMRA-labeled TCR probe; inhibition, % at 9.4 µM; actives 0.37% (n = 360,000); T-cell receptor (TCR); in the data active = inhibition above about 19%;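 also: recombinant mutant TCR 2C K166C tagged with TAMRA read by polarization; 0% = receptor in buffer alone and 100% = receptor with positive control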
SIAE inh: human SIAE inhibitors, primary screen, biochemical, fluorescence polarization, FP-Rh probe, 1536-well HTS; inhibition, % at 9.66 µM; actives 0.69% (n = 370,000); SIAE FP-Rh probe binding; Sialate O-acetylesterase (Homo sapiens), Q9HAT2; AID 1053197, 2014;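 active = inhibition above a cutoff: mean of compounds within the control limits plus 3 SD of those, cut at about 17% in these data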;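 also: 0% = plate median of compound wells and 100% = probe without SIAE protein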
Target sequence (Q9HAT2 whole entry, looked up): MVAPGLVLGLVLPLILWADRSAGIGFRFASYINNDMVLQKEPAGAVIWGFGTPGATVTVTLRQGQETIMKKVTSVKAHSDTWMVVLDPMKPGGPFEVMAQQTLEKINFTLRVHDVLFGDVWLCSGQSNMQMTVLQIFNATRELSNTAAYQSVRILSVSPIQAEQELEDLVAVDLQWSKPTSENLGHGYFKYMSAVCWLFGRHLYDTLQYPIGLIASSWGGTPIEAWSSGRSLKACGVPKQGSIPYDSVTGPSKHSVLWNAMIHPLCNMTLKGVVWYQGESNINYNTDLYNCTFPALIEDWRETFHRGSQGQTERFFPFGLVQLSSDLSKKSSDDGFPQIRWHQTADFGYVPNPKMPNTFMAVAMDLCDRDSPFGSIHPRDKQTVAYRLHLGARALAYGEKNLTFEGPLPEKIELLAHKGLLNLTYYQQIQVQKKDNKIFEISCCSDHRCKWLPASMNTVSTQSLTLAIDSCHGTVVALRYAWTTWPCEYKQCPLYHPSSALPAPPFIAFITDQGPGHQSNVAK
PG9 binder: binders of HIV-1 gp120 antibody PG9, primary screen, biochemical, TR-FRET; HIV-1 gp120 / PG9 antibody interaction; TR-FRET gp120-PG9 antibody binding; inhibition, % at 6.7 µM; actives 0.43% (n = 360,000); in the data active = inhibition above about 8.5%
* marks the source's active call; other numbers are inactive results; . = not tested or not shown. Not all compounds are listed (hit frequency here may not be typical).

SMILES | TDP2 inh | PRMT1 FP inh | NR1D1 modulator | LEDGF integ inh | rCAG RNA binder | HTRA1 inhibitor | mABHD4 FP | TCR CD3 inh | SIAE inh | PG9 binder
CCNC(=O)CC1C(=O)N(c2ccccc2)C(=O)N1Cc1ccc(OC)cc1 (stereo not given) | 2 | -3 | -1 | -2 | -1 | 3 | 2 | 0 | -6 | 1.8
COCCCNCCC(CCC(C)C)c1ccc2c(c1)OCO2 (stereo not given) | -6 | -4 | -1 | -3 | 1 | . | 8 | 0 | 0 | -1.5
CC(C)n1c(N2CCCC2)nc2c1c(=O)[nH]c(=O)n2C | -10 | 2 | -2 | -3 | 1 | -3 | 3 | -2 | 2 | 0.6
CCOC(=O)c1[nH]c2ccc(OC)cc2c1NC(=S)N1CCN(c2ccccc2OC)CC1 | 1 | 0 | -4 | -1 | 9 | -3 | 7 | 1 | 11 | -1.6
O=C(/C=C/c1ccc(Cl)cc1)Nc1ccc(N2CCCCC2)cc1 | -15 | 1 | 1 | 0 | -1 | 0 | -6 | -2 | 3 | 2.1
O=C1NC(c2ccccc2)=C(c2ccc3ccccc3n2)C(c2ccccc2)N1 (stereo not given) | -4 | -4 | 3 | 1 | -6 | -5 | -5 | 4 | 7 | -0.5
CCOC(=O)N1CCN(CCC(=O)Nc2ccc(Br)cc2)CC1 | 0 | -3 | 2 | 3 | -4 | 3 | 2 | -3 | 9 | 1.6
COCCNS(=O)(=O)c1ccc(Cl)c(C(=O)NC2CCN(Cc3ccccc3)CC2)c1 | -9 | -2 | -5 | -11 | -3 | 6 | 7 | -5 | 1 | -0.7
O=C(Nc1ccccc1N1CCN(C(=O)c2ccccc2)CC1)c1ccccc1Cl | -4 | -3 | 2 | -1 | -2 | -5 | 4 | -5 | 3 | 0.2
CCOC(=O)[C@]12CCC=C1N(Cc1ccco1)C(=O)[C@H](CC(=O)N1CCN(C(=O)c3ccco3)CC1)C2 | -6 | -1 | -2 | 4 | 11 | . | 3 | 5 | -2 | 0.7
O=C(NC(=O)c1ccccc1F)OCc1ccc(Cl)cc1Cl | -4 | -2 | -3 | 0 | -1 | -6 | -18 | 28* | -1 | -2.0
Cc1ccc2nc(-c3ccc(NC(=O)COC(=O)c4cncc(Br)c4)cc3)sc2c1 | 0 | 0 | 10 | -2 | 7 | -12 | 1 | -7 | -15 | 3.4
CCCN1C(=O)CC(c2ccco2)Sc2ccccc21 (stereo not given) | 3 | 3 | -8 | 2 | -5 | -7 | 9 | 1 | -1 | 2.0
CC(NS(=O)(=O)c1ccc(Cl)cc1)C(=O)NCCC1=CCCCC1 (stereo not given) | 5 | -5 | 6 | 3 | -1 | 0 | -6 | 12 | -3 | 0.0
O=S(=O)(Nc1ccccc1Cl)c1ccc(F)cc1 | 4 | -1 | -2 | -3 | 4 | 5 | -4 | 6 | 7 | -2.7
CN(C)c1nc(Nc2ccccc2)nc(N(C)C)n1 | 4 | -1 | -3 | 0 | 0 | -5 | 2 | -2 | 1 | -2.5
COc1cccc(CN2C(=O)CN(C3CCCCC3)C(=O)C2c2ccc(F)cc2)c1 (stereo not given) | -7 | -4 | 2 | -3 | -4 | -7 | -2 | 3 | 2 | -0.6
CCN(Cc1ccccc1)CC(O)COC(c1ccc(OC)cc1)c1ccc(OC)cc1 (stereo not given) | -15 | 2 | -4 | -3 | 6 | -24 | 3 | -6 | 2 | 0.6
CC12CC3CC(C)(C1)CC(C(=O)NNC(=O)c1ccncc1)(C3)C2 | -5 | 2 | 2 | -2 | -5 | 5 | 1 | -7 | 5 | 3.1
O=C(Nc1ccccc1N1CCCCC1)c1cccs1 | 6 | 1 | -5 | -4 | 0 | -16 | 0 | 3 | 5 | 1.1
COc1ccc(CCNC(=O)C2CCCN(C(=O)c3ccc(Cl)cc3)C2)cc1 (stereo not given) | -14 | -5 | 4 | -2 | -1 | -8 | -1 | 2 | 0 | 0.4
CCCN1CC(=O)N2C(c3ccccc3)c3[nH]c4ccccc4c3C[C@H]2C1=O (stereo not given in full) | 8 | -2 | -1 | -1 | 17 | -16 | -2 | 10 | 6 | -1.6
Cc1occc(=O)c1OCc1c(Cl)cccc1Cl | 7 | -1 | 2 | -2 | -1 | 0 | 3 | 5 | -3 | 0.5
CC(C)CNc1ncnc2c1ncn2[C@H]1CN(Cc2ccc(F)cc2)C[C@@H](CO)O1 | 4 | -3 | -5 | 3 | 0 | . | -4 | 0 | -3 | 2.8
COCCn1c(-c2ccccc2)nc2oc3cc(OC)ccc3c(=O)c2c1=O | -4 | -1 | -3 | -2 | -3 | -4 | -4 | 7 | -1 | 1.5

Continuation.
SMILES | TDP2 inh | PRMT1 FP inh | NR1D1 modulator | LEDGF integ inh | rCAG RNA binder | HTRA1 inhibitor | mABHD4 FP | TCR CD3 inh | SIAE inh | PG9 binder
Cc1ccc(NCCC(=O)c2ccc(Cl)cc2)cc1 | -9 | 1 | 0 | -4 | -1 | -3 | -1 | 2 | -3 | -1.4
O=C(Nc1ccc2ccccc2c1)OC1CCS(=O)(=O)C1 (stereo not given) | -11 | -3 | 6 | 4 | 2 | . | -6 | 3 | -6 | 0.1
CCCN(C(=O)/C=C/c1ccco1)c1c(N)n(Cc2ccccc2)c(=O)[nH]c1=O | 12 | -4 | -2 | 4 | -5 | 6 | 1 | 5 | 1 | -1.5
Cc1ccc(C(=O)N/C(=C/c2ccco2)C(=O)NCC2CCCO2)cc1 (stereo not given) | 3 | 5 | -1 | 2 | 8 | -1 | -2 | 2 | 6 | 0.3
O=C1CCCc2ccccc2N1Cc1c(Cl)cccc1Cl | -5 | -3 | -7 | -2 | -7 | 9 | -2 | -1 | 1 | -1.9
CCOC(=O)c1ccc(N2C(=O)C3CC=C(C)CC3C2=O)cc1 (stereo not given) | 4 | 3 | -1 | -2 | -3 | 0 | 0 | -1 | 4 | -0.4
O=C(NCCc1ccc(Cl)cc1)c1ccc(CNc2c(N3CCOCC3)c(=O)c2=O)cc1 | 9 | -1 | -5 | -2 | 3 | -2 | 6 | -5 | 6 | -0.9
O=C(CSc1nnnn1C1CCCC1)c1ccc2c(c1)OCCO2 | 1 | -1 | -3 | 0 | -2 | -10 | -8 | -3 | -2 | -1.9
Cc1nc(NCCO)c(C#N)c2c1COC(C)(C)C2 | 1 | -1 | 1 | 0 | -2 | -5 | 1 | -2 | 2 | -0.5
CCc1ccc(N2CC(C(=O)OCC(=O)Nc3ccccc3C)CC2=O)cc1 (stereo not given) | 5 | -1 | -7 | -3 | 1 | -1 | 4 | -2 | 2 | 1.5
O=C(N1CCN(Cc2ccccc2)CC1)C(Cl)(Cl)Cl | 4 | 0 | 3 | -1 | -6 | -3 | -5 | -3 | 1 | -1.2
COc1ccc(CNC(=O)c2c[nH]c3c(OC)cc(OC)cc3c2=O)cc1 | -2 | -2 | -5 | 0 | 0 | -10 | -2 | -2 | -7 | 0.5
CC(C)OCCCN1CN(S(=O)(=O)c2cccs2)c2nc3ccccc3nc21 | -5 | -2 | -4 | 0 | -2 | . | -6 | 7 | 0 | 2.0
COc1ccc(Cc2c(O)nc(SCC(=O)c3ccc(OC)cc3)[nH]c2=O)cc1 | -6 | 22* | -8 | -6 | 8 | -1 | 5 | -6 | -5 | -3.5
COc1ccc(NC2=C(C(C)=O)C(c3ccc4c(c3)OCO4)C(C(C)=O)C(C)(O)C2)cc1 (stereo not given) | 9 | 1 | -2 | -1 | -2 | 7 | 5 | 0 | 3 | 1.2
O=c1[nH]c(SCc2ccccc2)nnc1-c1ccccc1 | 2 | 1 | 7 | 0 | -1 | -5 | 0 | 5 | 1 | 0.4
COc1ccc(/C=N\NC(=O)c2ccc(F)cc2)cc1COc1cc(F)ccc1[N+](=O)[O-] | 10 | 2 | 4 | -3 | 15 | -51 | -34 | -6 | -43 | -1.2
Cc1c(C)c2ccc(OCC(=O)NCCCn3ccnc3)c(C)c2oc1=O | 1 | 3 | -2 | 2 | -4 | 0 | 7 | -1 | 3 | 1.1
N#CC1(NC(=O)CSc2nc3ccc([N+](=O)[O-])cc3s2)CCCCC1 | -3 | -10 | 2 | 2 | 6 | -7 | -1 | 1 | -8 | -4.8
CCOc1ccc(C(O)(c2ccccc2)C(CN2CCCC2)c2ccccc2)cc1 (stereo not given) | 6 | -2 | -5 | 1 | -4 | -5 | -5 | 6 | 0 | 0.9
Cc1nc2ccc(F)cc2cc1C(=O)Nc1ccc(Cl)c(Cl)c1 | -10 | -2 | 12 | 0 | 4 | -6 | -2 | 8 | -17 | 22*
CN(C)CCn1c2c(c(SCC(=O)Nc3ccc4c(c3)OCCO4)nc1=O)CCCC2 | 3 | 1 | -1 | -3 | -3 | -2 | 7 | -6 | 2 | 0.8
Clc1ccc(SCc2cc(-c3ccc(Cl)cc3)on2)cc1 | 1 | 1 | -1 | 0 | 0 | -13 | -3 | 5 | -7 | -2.4
Cc1ccc(Cn2nnc3c(=O)n(CC(=O)OCc4ccccc4)cnc32)cc1 | -1 | -2 | -3 | -3 | 0 | -12 | -10 | 6 | 0 | 1.5
O=C(Cc1ccc(Cl)cc1Cl)Nc1ccncc1Cl | 3 | -3 | 0 | 1 | -1 | -15 | 1 | 6 | -6 | -2.8
O=C(O)c1ccc(/C=C/C(=O)c2ccc3c(c2)OCCCO3)cc1 | 6 | 2 | 4 | -4 | 9 | -1 | -8 | -9 | -9 | -0.9
CC1(C)NC(=O)N(CC(O)CN2C(=O)NC(C)(C)C2=O)C1=O | 10 | -3 | 0 | 3 | -1 | 8 | 5 | 7 | 3 | -1.7
Cc1ccc2nc(Nc3ccccc3)cc(C)c2c1 | 6 | 0 | -4 | 2 | 4 | -11 | 15 | 0 | -3 | -1.0
S=C1CCC(c2ccc(Br)cc2)=NN1c1ccccc1 | 9 | 2 | 3 | -2 | -1 | -12 | -1 | 2 | -4 | -1.4

3 entries from above, with tabs:
SMILES	TDP2 inh	PRMT1 FP inh	NR1D1 modulator	LEDGF integ inh	rCAG RNA binder	HTRA1 inhibitor	mABHD4 FP	TCR CD3 inh	SIAE inh	PG9 binder
Cc1ccc(C(=O)N/C(=C/c2ccco2)C(=O)NCC2CCCO2)cc1 (stereo not given)	3	5	-1	2	8	-1	-2	2	6	0.3
O=C(N1CCN(Cc2ccccc2)CC1)C(Cl)(Cl)Cl	4	0	3	-1	-6	-3	-5	-3	1	-1.2
O=C(Nc1ccc2ccccc2c1)OC1CCS(=O)(=O)C1 (stereo not given)	-11	-3	6	4	2	.	-6	3	-6	0.1

Screens from PubChem BioAssay.
